# Screens from PubChem BioAssay.
# iPSC survival up = increases survival of single human iPS cells | AID 602274 | hiPSC single-cell survival, ATPlite luminescence; 100% = ROCK inhibitor wells, 0% = DMSO | survival enhancement, % at 20 µM | actives 0.044% (n = 360,000); in the data active means survival enhancement above about 18%;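 further: cells exposed to compounds for 16 hours before the ATP read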
# TRPM1 prom inh = reduces MITF-dependent TRPM1 promoter luciferase signal | SK-MEL-5 TRPM1 promoter luciferase, 24 h | inhibition, % at 12.5 µM | actives 0.83% (n = 330,000) | AID 488899;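 active means mean inhibition across replicates of 60% or more, whatever share of single replicates reaches that level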; further: values of inactives mirror those of a sister screen read the other way
# Shn3 inh set2 = reduces Shn3 3'UTR luciferase signal in osteoblasts | Clone20 osteoblast Shn3 3'UTR firefly luciferase, 24 h | inhibition, % at 12.5 µM | actives 0.52% (n = 360,000) | AID 588674;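 active means mean inhibition of at least 75% with every replicate also reaching 75%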;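 further: 0% = median of neutral control wells and 100% = pilot-screen positive control compound; some compounds past the cut are filed as inactive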
# TWEAK-Fn14 inh = TWEAK-Fn14 signaling inhibition. TWEAK-stimulated Fn14 reporter cells, luciferase luminescence, 8 h. inhibition, % at 10 µM. actives 2% (n = 360,000); in the data active means inhibition above about 50%
# NR2E3 ag-1 = agonists of human nuclear receptor NR2E3. Q9Y5X4. AID 2300. inhibition of corepressor binding, % at 4.78 µM. actives 0.12% (n = 320,000). GST-NR2E3/biotin-RetCOR TR-FRET, 1536-well;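 active means percent inhibition above the cutoff of mean plus 3 SD of all tested compounds, set per screening campaign, cut at about 20% in these data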;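 further: 0% = DMSO wells and 100% = biotin wells as full block of FRET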
# Target sequence (Q9Y5X4 whole entry, looked up): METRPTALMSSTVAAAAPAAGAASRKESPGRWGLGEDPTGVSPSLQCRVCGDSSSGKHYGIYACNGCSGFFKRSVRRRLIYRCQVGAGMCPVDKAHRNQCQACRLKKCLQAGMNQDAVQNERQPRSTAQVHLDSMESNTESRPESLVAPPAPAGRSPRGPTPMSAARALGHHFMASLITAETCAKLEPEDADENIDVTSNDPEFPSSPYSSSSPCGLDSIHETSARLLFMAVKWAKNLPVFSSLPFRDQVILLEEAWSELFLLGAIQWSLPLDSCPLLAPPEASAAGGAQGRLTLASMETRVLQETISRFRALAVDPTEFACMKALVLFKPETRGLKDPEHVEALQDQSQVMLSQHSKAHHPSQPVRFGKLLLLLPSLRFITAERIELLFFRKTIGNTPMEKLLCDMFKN
#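 Assay system: NR2E3–RetCOR corepressor complex. Quantity: 1.35 nM GST-NR2E3. Buffer or medium: pH 7.5 Tris-based buffer. Reagent: biotinylated RetCOR corepressor at 7 nM final. Schedule: 5 h at 4 °C. Detection: TR-FRET, emission read at 617 and 671 nm. Replicates: one well per compound, singlicate testing.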
# aDG glyco act = increases alpha dystroglycan glycosylation | Pro5-aDG cells, alpha-DG glycosylation AlphaScreen (IIH6); 0% Pro5, 100% B10-LARGE cell signal | activation, % at 10 µM | actives 0.22% (n = 360,000);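 active means activation of at least 8% versus controls, or a plate z-score of at least 8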;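 further: Pro5 are CHO cells carrying HIG-tagged alpha-DG that lacks glycosylation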
# Peg3 promoter = reduces Peg3 promoter-driven luciferase expression in HeLa. inhibition, % at 20 µM. HeLa PEG-Prom luciferase reporter, luminescence, overnight. AID 588405. actives 1.7% (n = 360,000);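 active means inhibition of at least 50% at 20 µM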
# NR2E3 ag-2 = agonists of human NR2E3 nuclear receptor; Q9Y5X4; CHO-S Gal4-NCOR/VP16-NR2E3 two-hybrid, luciferase; inhibition of corepressor binding, % at 3.98 µM; actives 0.35% (n = 360,000); AID 602229;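 active means inhibition above the mean of all tested compounds plus 3 SD, cut at about 70% in these data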;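 further: 0% = DMSO with NR2E3 transfected cells and 100% = cells lacking NR2E3 construct; higher means lower luciferase signal from less NR2E3 corepressor binding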
# CF NFkB block = inhibitors of cystic fibrosis induced NF-kB. KKLEB NF-kB-GFP reporter, PAF-induced, GFP fluorescence overnight. inhibition, % at 5 µM. AID 588850. actives 0.86% (n = 360,000);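 active means at least 50% inhibition at 5 µM, scaled per plate between neutral and stimulator controls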;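 further: PAF is a Pseudomonas aeruginosa culture filtrate used as stimulus; plate controls were PAF-stimulated DMSO wells for no effect and unstimulated DMSO wells for full effect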
# HIF-2a inh = blocks HIF-2a reporter activity | inhibition, % at 18.8 µM | 786-0 RCC cells HIF-2a reporter, luciferase luminescence, overnight | actives 0.72% (n = 360,000);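 active means inhibition of the luminescence signal of 40% or more relative to plate controls, in a single-dose primary screen at 18.75 µM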
# KKLEB cytotox = reduces viability of KKLEB cystic fibrosis airway cells; KKLEB CF airway cells viability, ATPlite luminescence, overnight; stronger effect = lower value; cells stimulated with P. aeruginosa culture filtrate; activity change (cytotoxicity), % at 5 µM; actives 0.36% (n = 360,000); AID 602141;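 active means corrected activity change at or below -50% at 5 µM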
# Numbers without * were called inactive; . = not tested or not shown. Rows were taken by chance; 4.4% or so of the library scored in one or more.
# Under each structure – TRPM1 prom inh, CF NFkB block, aDG glyco act, TWEAK-Fn14 inh, iPSC survival up, NR2E3 ag-1, NR2E3 ag-2, HIF-2a inh, KKLEB cytotox, Shn3 inh set2, Peg3 promoter
COc1ccc(NC(=O)C2C(=O)N(C)C3(C)CC2c2ccccc2O3)cc1 (stereo not given)
    10, 14, 0.1, 26, -0.6, 2, -21, -9, -3, -10, -19
Cc1ccc(COn2c(-c3ccc(Cl)cc3)nc3ccc([N+](=O)[O-])cc32)cc1
    -95, -45, 0.5, 20, -0.8, -1, -96, -376, -11, -66, -277
Cc1ccc(S(=O)(=O)N2CCC(C(=O)NNC(=O)c3ccc(F)cc3)CC2)cc1
    0, 8, -0.5, 4, -0.9, 0, -4, -2, 14, 16, -2
O=C(Nc1ccc2c(c1)OCCO2)c1coc2ccccc2c1=O
    73*, 25, 0.2, 87*, 1.5, 3, -11, 17, 4, 50, 3
CCCS(=O)(=O)Nc1ccc2cn[nH]c2c1
    21, 9, -0.2, 7, -0.4, 2, -7, 17, -14, -32, 18
S=C(c1ccc(-c2ccccc2Cl)o1)N1CCOCC1
    -78, -7, -0.2, -2, -0.1, 0, -89, -325, -1, -15, -245
CCCCCC(O)CCC(=O)NNC1=CC(=O)CC(C)(C)C1 (stereo not given)
    1, -11, -0.2, 8, -0.5, -1, 3, 10, 27, 2, 6
CC(C)(C)c1ccc(NC(=S)NCc2cccs2)cc1
    -34, 0, 5.3, -21, -3.4, 0, 70, -115, 6, 25, -136
COc1ccc(C(=O)CSc2nccc(=O)[nH]2)cc1
    2, -36, -0.2, -14, -1.5, 0, -4, 4, 12, -2, 3
CCOC(=O)c1oc2ccccc2c1CN1CC(C)OC(C)C1 (stereo not given)
    10, 3, 0.1, 8, 0.5, 1, 4, 7, -3, 0, 4
CCc1ccc([C@@H]2CC(=O)[C@@H]3CN(S(=O)(=O)c4ccccc4)[C@H](c4ccc(OC)cc4)C[C@@H]3N2S(=O)(=O)c2ccc(C)cc2)cc1
    ., 17, -0.3, -17, 0.1, ., 10, 18, -16, 10, -1
COc1ccc(C(=O)NCCSc2ccccn2)cc1
    -22, -6, 0.0, 65*, 1.5, 0, -110, -71, 4, -35, -78
Cc1ccc(C(=O)N2CCCCCC2)cc1S(=O)(=O)N1CCOCC1
    6, -26, 2.5, -13, -0.1, 1, -19, 9, -13, 7, 9
COCCCN1C(=O)N(c2ccc(F)cc2)C(=O)C1CC(=O)Nc1ccc(OC)cc1 (stereo not given)
    -6, -4, 0.1, -4, -0.5, 0, -3, 20, -5, 10, 0
Cc1c(C(=O)O)oc2ccc(S(=O)(=O)NCc3ccccc3)cc12
    2, 7, -0.1, -20, -1.7, 0, 17, -8, 20, -13, 9
Cc1nc2sc(C(c3ccco3)N3CCC(C)CC3)c(O)n2n1 (stereo not given)
    ., -5, -0.1, 14, 0.3, -1, -14, -6, 12, -8, 0
O=C(NC1CCCCC1)c1cc(-c2ccco2)on1
    -31, 12, -0.2, -2, 0.3, 4, -129, -148, 3, -25, -256
CCCCNC(=O)CCC(=O)Nc1ccc2nc(N3CCOCC3)cc(C)c2c1
    -25, 4, 0.1, -16, 1.5, 1, -7, -123, 0, -19, -105
O=C(CCc1nnc(CCCCc2ccccc2)o1)NCCN1CCOC1=O
    3, 8, 0.1, 3, 1.2, 0, 3, 1, -9, -17, 6
COc1ccc(NS(=O)(=O)c2cn(C)c(=O)n(C)c2=O)cc1
    2, 2, 0.0, -7, -0.5, 2, -7, 12, 14, -11, 15
Cc1cc(C)nc(NC(N)=NCCc2ccccc2)n1
    65*, 11, 0.9, 25, 0.7, ., 24, 37, -10, 27, 35
CCC(C)N(C)Cc1cccc(C2(O)CCN(S(=O)(=O)c3ccc(F)c(C)c3)CC2)c1 (stereo not given)
    14, 19, 0.8, 2, -2.0, 0, 23, 17, -11, -48, 14
COc1ccccc1NC(=S)NC(=O)CCc1ccccc1
    1, 13, -0.3, 10, 0.7, 0, -7, -17, -5, 6, 23
O=C(O)c1cc(NCc2c(F)cccc2Cl)ccc1N1CCOCC1
    10, 8, 0.0, -13, 0.2, -3, 10, -18, 15, -18, 17
COCCNC(=O)c1onc(CS(=O)(=O)c2cc(C)cc(C)c2)c1C(=O)NCCOC
    -23, 8, 0.1, -1, 1.0, 2, 2, 12, 14, -15, 5
Nc1nc(Cl)nc2c1ncn2C1OC(CO)C(O)C1O (stereo not given)
    ., 4, -0.2, 6, 0.4, ., -3, 12, -22, 41, 32
Cc1cc(NC(=O)c2cnn3c(C(F)F)cc(-c4ccccc4)nc23)no1
    -14, -80, -0.3, 20, 6.3, 4, 0, -4, -15, 4, 0
Cc1ccc(N2CC(O)(c3cccs3)[N+]3=C2CCCC3)cc1 (stereo not given)
    2, 0, -0.2, -11, -0.7, -2, -14, 19, -13, 80, 20
COc1ccc(Cn2c(CCC(=O)Nc3ccccc3OC)nc3cccnc32)cc1
    -1, -2, -0.4, 6, 2.8, 6, -4, 11, -16, 2, 5
CC(C)c1ccc(N)c(S(=O)(=O)O)c1
    7, 1, 0.0, -5, -0.3, 1, -19, 13, 12, 15, 3
Cc1ccc(CCNC(=O)C2CCCN(S(C)(=O)=O)C2)cc1 (stereo not given)
    2, 6, 0.0, 18, 1.1, 0, 14, 7, 1, 4, 14
Cc1cc(S(=O)(=O)N(Cc2ccccc2F)C2CC2)ccc1-n1cnnn1
    2, -26, -0.6, -7, -0.4, 2, -4, 12, 0, 20, 25
CC(O/N=C/c1ccc(OC(F)F)cc1)C(=O)Nc1cccc(S(=O)(=O)N2CCOCC2)c1 (stereo not given)
    8, 2, 0.2, 1, -1.4, 4, -4, 17, -2, 5, 12
CCOc1ccc(S(=O)(=O)N2CCOCC2)cc1NC(=O)CN1C(=O)NC(CC)(c2ccccc2)C1=O (stereo not given)
    14, 10, 1.8, 16, -0.1, -1, -4, 18, -10, -3, 15
Nc1cc(C(Cl)=C(Cl)Cl)c(S(N)(=O)=O)cc1S(N)(=O)=O
    1, -17, -0.2, 4, -2.6, 1, -18, 7, -12, -16, 4
CC(OC(=O)C1CCCC1)C(=O)Nc1ncc(Cl)cc1Cl (stereo not given)
    4, 11, -0.1, 11, -0.5, 1, -48, 2, -1, 9, 9
Nc1c(C(=O)N/N=C/c2ccc(OCc3ccccc3)cc2)cnn1-c1ccccc1
    6, 6, -0.1, -14, -0.6, 3, 15, 1, 6, -20, 12
Cc1ccc(OC(=O)c2sc3ncn(C)c(=O)c3c2C)cc1
    -72, 4, 0.1, -16, -0.5, 2, -1, -32, -7, -7, -220
CCn1ncc(/C=C2/SC(=S)NC2=O)c1C
    -10, 12, 0.2, -18, -1.8, -1, -33, -17, 0, -3, -26
CNS(=O)(=O)c1cccc(C(=O)OCC(=O)N2CCc3ccccc3C2)c1
    -9, 7, 0.1, 2, 1.0, 1, -12, 1, -10, ., -1

# 10 structures already listed, sorted by SMILES length, highest first.
# Under each structure – TRPM1 prom inh, CF NFkB block, aDG glyco act, TWEAK-Fn14 inh, iPSC survival up, NR2E3 ag-1, NR2E3 ag-2, HIF-2a inh, KKLEB cytotox, Shn3 inh set2, Peg3 promoter
CC(O/N=C/c1ccc(OC(F)F)cc1)C(=O)Nc1cccc(S(=O)(=O)N2CCOCC2)c1 (stereo not given)
    8, 2, 0.2, 1, -1.4, 4, -4, 17, -2, 5, 12
COCCNC(=O)c1onc(CS(=O)(=O)c2cc(C)cc(C)c2)c1C(=O)NCCOC
    -23, 8, 0.1, -1, 1.0, 2, 2, 12, 14, -15, 5
Nc1c(C(=O)N/N=C/c2ccc(OCc3ccccc3)cc2)cnn1-c1ccccc1
    6, 6, -0.1, -14, -0.6, 3, 15, 1, 6, -20, 12
Cc1cc(NC(=O)c2cnn3c(C(F)F)cc(-c4ccccc4)nc23)no1
    -14, -80, -0.3, 20, 6.3, 4, 0, -4, -15, 4, 0
O=C(O)c1cc(NCc2c(F)cccc2Cl)ccc1N1CCOCC1
    10, 8, 0.0, -13, 0.2, -3, 10, -18, 15, -18, 17
Cc1ccc(OC(=O)c2sc3ncn(C)c(=O)c3c2C)cc1
    -72, 4, 0.1, -16, -0.5, 2, -1, -32, -7, -7, -220
Nc1nc(Cl)nc2c1ncn2C1OC(CO)C(O)C1O (stereo not given)
    ., 4, -0.2, 6, 0.4, ., -3, 12, -22, 41, 32
Cc1cc(C)nc(NC(N)=NCCc2ccccc2)n1
    65*, 11, 0.9, 25, 0.7, ., 24, 37, -10, 27, 35
CCn1ncc(/C=C2/SC(=S)NC2=O)c1C
    -10, 12, 0.2, -18, -1.8, -1, -33, -17, 0, -3, -26
CC(C)c1ccc(N)c(S(=O)(=O)O)c1
    7, 1, 0.0, -5, -0.3, 1, -19, 13, 12, 15, 3

# Following part
# Under each structure – TRPM1 prom inh, CF NFkB block, aDG glyco act, TWEAK-Fn14 inh, iPSC survival up, NR2E3 ag-1, NR2E3 ag-2, HIF-2a inh, KKLEB cytotox, Shn3 inh set2, Peg3 promoter
CC(C)C(C)(C#N)NC(=O)COC(=O)C1CCN(S(=O)(=O)c2ccc3c(c2)OCCO3)CC1 (stereo not given)
    ., -1, -0.1, -3, -2.1, ., -23, 11, 0, 21, -5
CCN(CC)C(=O)CSc1nc2ccc(NC(=O)CSc3nnc(N)s3)cc2s1
    -3, 4, 0.0, 23, 11, 2, 9, -9, 0, 38, -30
Cc1nc2ccc(C(=O)N/N=C/c3ccc(O)cc3)cc2[nH]1
    4, 2, 0.0, 14, -0.4, -2, -20, 11, 4, -13, 16
CNC(=O)CSc1nnc(-c2ccco2)n1-c1cc(C)ccc1C
    ., 8, 0.1, 3, 0.9, 2, -14, 6, 3, -1, 11
N/C(CCCN1CCCCC1)=N/O
    -1, 5, 0.0, 9, -1.4, -2, 5, 8, -3, 8, 3
COC(=O)c1ccc(CNC(=O)c2ccccc2C(=O)NCC2(CBr)OCCO2)cc1
    ., -7, 0.2, -23, -3.3, ., 9, 11, 0, 5, 0
CC(C)NC(=O)COC(=O)c1cc(=O)[nH]c2ccccc12
    10, 9, 0.0, 6, 2.0, 5, -7, 12, 9, -3, 8
NC(=O)C1CCCN(C(=O)c2ccc(S(=O)(=O)N3CCCCCC3)cc2)C1 (stereo not given)
    5, -8, 0.1, 3, 0.3, 3, -20, 3, 21, 6, 16
N#Cc1ccc(-c2cn(-c3ccccc3)c3[n+]2CCCS3)cc1
    -2, -27, 0.0, -23, -2.1, -2, -14, 15, 10, 16, 4
O=C(O)CCc1ccc(-c2ccccc2)n1CC(=O)Nc1cccc(C(F)(F)F)c1
    -5, -10, -0.2, 16, 0.3, ., -17, 11, -4, -12, -8
CCOC(=O)CC1=C(C(=O)OCC)C(c2cc(OC)c(OC)cc2OC)C(C#N)=C(N)O1 (stereo not given)
    -7, 10, -0.2, -15, 0.2, -3, -20, 6, 2, 8, 9
